HEK293 tox: cytotoxic in the GLP-1 receptor inverse agonist counter-screen; Potency, µM (titrated, usually from 38.3 µM), for the others: at the highest dose activity change, negative = inhibition, hits mostly inhibitors; HEK293 cAMP-luciferase reporter cells, luminescence, 24 h; hit rate 0.13% among 410,000;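 further: loss of luciferase light is scored as toxicity; potency means the concentration at half of the fitted maximal effect; on the % scale 0 is the no-effect control and ±100 the full control effect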
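Step one: seed cells (200 cells/uL, DMEM with 10% Nu serum, 1% pen-strep). Step two: 12-hour incubation at 37 deg C. Step three: pin 23 nL compound, incubate 24 hr. Step four: add luciferase reagent, read luminescence 12 min later.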
EPAC1 antagonist: blocks human EPAC1 exchange factor. EPAC1 GEF assay, Rap1b-BODIPY-GDP exchange fluorescence. hit rate 0.14% among 360,000. Potency, µM (titrated, usually from 115 µM), for the others: at the highest dose activity change, negative = inhibition, hits mostly inhibitors. O95398. AID 720709;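 further: potency means the concentration at half of the fitted maximal effect; plate controls were vehicle for no effect and positive control for full effect; nearly all actives have a fitted effect of over 50% in size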
IL2 activator: activates IL-2 in a cell-based reporter assay; IL-2 activation reporter assay, cell-based qHTS; stimulated with anti-CD3/CD4/CD28 beads; in transgenic mouse T cells; activation, % (series mostly up to about 46 µM); hit rate 0.065% among 360,000; AID 652025; in the data active means activation above about 50%; inconclusive means mostly about 30% to 49%; further: 0% is about no effect
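EGFP and DsRed fluorescence is measured by plate cytometry in unstimulated transgenic mouse T cells exposed to compound for 60 minutes, then stimulated 18 hours at 37 degrees C with anti-CD3/anti-CD4 beads plus anti-CD28.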
EPAC1 agonist: EPAC1 (human) agonism; O95398; EPAC1 agonist qHTS, biochemical assay; response scale: 100% = response to 6.5 mM cAMP; Potency, µM (series often up to 154 µM), for the others: at the top dose activation, hits mostly activators; hit rate 0.073% among 360,000; further: potency means the concentration at half of the fitted maximal effect; nearly all actives have a fitted effect of over 60% in size
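EPAC1 100 nM, Rap1B–BODIPY-GDP 250 nM, unlabeled GDP 50 uM; compound titration; 5 min RT; kinetic read ex480/em540 at 5-min intervals ×30 min; data normalized to 6.5 mM cAMP agonist control.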
PLK1 PBD block: PLK1 (human) polo-box domain binding inhibition; AID 720504; Potency, µM, without a hit: max response, negative = inhibition, usual class: inhibitors; hit rate 2.8% among 360,000; Plk1 PBD binding of FITC phosphopeptide, fluorescence polarization; further: potency means the concentration at half of the fitted maximal effect; series mostly up to about 57 µM; on the % scale 0 is the no-effect control and ±100 the full control effect; nearly all actives have a fitted effect of over 65% in size
Target sequence (P53350 whole entry, looked up, the tested form may be a part): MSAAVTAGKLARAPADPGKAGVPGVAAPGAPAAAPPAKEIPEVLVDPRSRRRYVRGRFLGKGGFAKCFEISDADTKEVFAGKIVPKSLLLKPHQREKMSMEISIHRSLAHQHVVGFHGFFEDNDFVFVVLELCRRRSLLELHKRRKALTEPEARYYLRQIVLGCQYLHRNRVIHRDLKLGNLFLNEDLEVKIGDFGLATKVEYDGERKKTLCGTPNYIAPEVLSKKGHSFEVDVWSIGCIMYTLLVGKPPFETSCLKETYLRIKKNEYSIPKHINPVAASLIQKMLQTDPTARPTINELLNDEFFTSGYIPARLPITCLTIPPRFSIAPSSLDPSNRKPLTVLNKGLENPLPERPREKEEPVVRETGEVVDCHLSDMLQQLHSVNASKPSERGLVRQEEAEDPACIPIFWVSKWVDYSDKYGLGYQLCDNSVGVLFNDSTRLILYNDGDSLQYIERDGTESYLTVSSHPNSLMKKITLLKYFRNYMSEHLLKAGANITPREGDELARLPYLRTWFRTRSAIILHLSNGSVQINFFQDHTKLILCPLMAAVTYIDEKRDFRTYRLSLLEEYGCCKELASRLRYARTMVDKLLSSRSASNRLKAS
PTHR1 ag: activates the human parathyroid hormone receptor PTHR1. Q03431. HEK293 GP2 PTHR1 cells, GloSensor cAMP luminescence, 1 h. Potency, µM (doses to about 115 µM), without a hit: top-dose activation, hits mostly activators. hit rate 0.075% among 410,000; further: potency means the concentration at half of the fitted maximal effect; nearly all actives have a fitted effect of over 55% in size; some results filed as inactive show a strong effect at the top dose; inactives centre near -15; many of its hits are not listed in these tables
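HEK-293-derived GP2 cells expressing PTHR1 and a GloSensor cAMP reporter, 3,000/well, plated overnight, given luciferin plus IBMX (each 0.5 mM as added) for 1 h at 37 °C, then compound for 1 h at 37 °C. Luminescence was read after 15 min at room temperature.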
GLP-1R agonist: agonists of human GLP-1 receptor; HEK293 GLP-1R CRE-luciferase, luminescence, 4-6 h; cells express a hypersensitive GLP-1R form; P43220; hit rate 0.007% among 380,000; Potency, µM (top dose mostly 45.6 µM), without a hit: at the highest dose activation, usual class: activators; AID 624172; further: potency means the concentration at half of the fitted maximal effect; % of control where 0% means no effect
GLP-1R inv ag: acts as inverse agonist at human GLP-1 receptor; HEK293 GLP-1R CRE-luciferase, luminescence, 24 h; GLP-1R form is constitutively active; Potency, µM (highest dose often 38.3 µM), inactives show top-dose activity change, negative = inhibition, most hits filed as inhibitors; hit rate 1.6% among 410,000; AID 624417; further: potency means the concentration at half of the fitted maximal effect; on the % scale 0 is the no-effect control and ±100 the full control effect; nearly all actives have a fitted effect of over 55% in size
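Inverse agonism was detected as reduced cAMP-driven luciferase luminescence after 24 h compound treatment. The cells were HEK293 clones expressing constitutively active human GLP-1R with the reporter. Reporter-only and GPR119 cell lines served as counterscreen controls.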
PI5P4Ka inh: PI5P4K alpha (human) kinase inhibition; P48426; hit rate 1.2% among 330,000; PI5P4Kalpha enzyme, ADP-Glo luminescence, 60 min; hits give low values; max response, %; active means max response of -50% or lower; inconclusive means between -30% and -50%; inactive means -30% or higher; further: value at the top dose of about 77 µM; on the % scale 0 is the no-effect control and ±100 the full control effect
Target sequence (P48426 whole entry, looked up): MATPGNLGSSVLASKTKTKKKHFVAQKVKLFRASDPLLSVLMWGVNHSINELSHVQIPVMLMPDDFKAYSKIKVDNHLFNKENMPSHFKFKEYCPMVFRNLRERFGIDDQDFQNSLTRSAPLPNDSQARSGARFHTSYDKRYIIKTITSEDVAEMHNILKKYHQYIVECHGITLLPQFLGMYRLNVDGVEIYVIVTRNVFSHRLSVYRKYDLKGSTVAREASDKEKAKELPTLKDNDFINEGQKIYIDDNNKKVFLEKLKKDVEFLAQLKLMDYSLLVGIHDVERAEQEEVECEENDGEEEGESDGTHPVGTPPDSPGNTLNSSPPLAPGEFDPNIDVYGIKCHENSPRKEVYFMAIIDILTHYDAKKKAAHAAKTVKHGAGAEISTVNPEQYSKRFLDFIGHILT
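Reactions run in 0.038 M HEPES pH 7.4, 0.28 mM EGTA, 0.1% CHAPS and 5% DMSO, with PI5P4Kalpha, substrate, compound and 5 microM ATP final, one hour at room temperature. Readout is ADP-Glo luminescence.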
* marks the source's active call; other numbers are inactive results; i = inactive; ? = inconclusive; nt = no result given; [ ] = remark or other dose. Unless noted, the call rests on the fitted dose curve; in most records, active means well fitted curve in the direction sought with a large enough effect; inconclusive means small, poorly fitted or top-dose-only effect, or another doubt; inactive means no such curve, though single readings can be large; an effect the other way counts as inactive or inconclusive.

SMILES	HEK293 tox	EPAC1 antagonist	IL2 activator	EPAC1 agonist	PLK1 PBD block	PTHR1 ag	GLP-1R agonist	GLP-1R inv ag	PI5P4Ka inh
COc1ccc(NC(=O)COC(=O)c2ccc3c(c2)OCO3)c(OC)c1	-4%	-25%	-0.7	-4%	-8%	i	0%	-12%	5
COc1ccc(OC)c(NC(=O)C2(C)CCN2CCOc2ccccc2)c1 (stereo not drawn)	6%	-17%	-1.0	-8%	4%	-8%	-2%	?	4
CCOc1cc(C(=O)N2CCN=C2SC)cc(OCC)c1OCC	-12%	0%	0.8	0%	-1%	-5%[57.5 µM]	6%	10%	1
Cc1ccc(NC(=O)c2ccc(S(=O)(=O)Nc3c(C)n(C)n(-c4ccccc4)c3=O)cc2)nc1	3%	-25%	1.4	-5%	-2%	i	0%	1%	1
O=S(=O)(c1cccs1)N1CCN(c2ccccc2Cl)CC1	16%	-16%	-2.8	10%	-12%	-29%	12%	?	16
CC(=O)C1=CN(Cc2ccccc2)CCC1=O	0%	6%	0.7	-18%	-6%	i	-1%	15%	3
CCOC(=O)c1sc2nc(C(C)C)c3c(c2c1N)CCC3	-1%[1.53 µM]	29%	-0.6	-8%	4%	i	1%	1%	0
C[C@]12c3[nH]c4ccc(Cl)cc4c3CCN1C(=O)[C@@H](CC(=O)NCC13CC4CC(CC(C4)C1)C3)C[C@@H]2C(=O)N1CCCCC1	-1%	13%	0.1	-8%	5%	i	-2%	-5%	3
CCOC(=O)N1CCN(C(=O)Nc2ccc3nccnc3c2)CC1	7%	11%	-0.5	-3%	-2%	-7%[57.5 µM]	-1%	7%	nt
Cc1[nH]nc2c1C(c1ccc(N(C)C)cc1)C1=C(CC(C)(C)CC1=O)N2 (stereo not drawn)	-11%	2%	-1.0	-15%	2%	i	15%	12%	-5
O=C(NC(Cc1cn(Cc2ccccc2)cn1)C(=O)O)OCC1c2ccccc2-c2ccccc21 (stereo not drawn)	2%	-9%	-0.6	7%	-13%	i	1%	11%	-2
O=C(Cn1cnc([N+](=O)[O-])c1)Nc1cc(Oc2ccc(Cl)cc2Cl)cc([N+](=O)[O-])c1	?	-7%	-0.4	8%	-5%	-17%[57.5 µM]	-50%[inhibitor]	5.6µM*	6
O=C(O)c1ccc(N/N=C/c2cn(-c3ccccc3)nc2-c2cccs2)cc1	-4%	-7%	3.2	2%	?	-37%[inhibitor]	0%	-3%	-15
O=C(CSc1ncnc2ccccc12)c1cccs1	-7%	?	0.0	-1%	-18%	-43%[inhibitor]	-3%	4%	3
COCC(=O)N(C)C[C@H]1N[C@@](Cc2ccccc2)(C(=O)OC)[C@H]2C(=O)N(C)C(=O)[C@@H]12	10%	19%	0.4	-15%	-7%	-4%	-5%	5%	0
COc1ccc(C(=O)Nc2c(F)c(F)c(F)c(F)c2F)c(OC)c1	23%	-8%	0.8	-6%	-11%	-6%[57.5 µM]	0%	0%	-4
O=S(=O)(Nc1ccc(O)c(NS(=O)(=O)c2ccccc2)c1)c1ccccc1	0%	-6%	2.4	-13%	-10%	-33%[inhibitor]	-1%	0%	0
Cc1c(NC(=O)c2ccc(=O)oc2)c(=O)n(-c2ccccc2)n1C	-2%	-5%	0.1	-1%	-2%	i	0%	73%[activator]	-6
Cc1cccc(N2CCN(Cc3ccc(Br)o3)CC2)c1C	11%	6%	0.4	10%	-6%	i	4%	?	10
COc1ccccc1NC(=O)Cn1c(=O)n(CCc2c[nH]c3ccccc23)c(=O)c2cccnc21	-11%	-5%	-2.4	4%	1%	i	11%	4%	12
Cc1ccc(S(=O)(=O)N2CCN(C(=O)COc3ccc(NC(=O)c4ccco4)cc3)CC2)cc1	7%	-4%	-0.3	-4%	17µM*	-11%	2%	11%	-22
Clc1ccc(C(Cn2ccnc2)OCc2c(Cl)cccc2Cl)c(Cl)c1 (stereo not drawn)	0%	-18%	-0.2	-16%	-4%	-32%[inhibitor]	17%	?	-1
O=C1NC(=O)c2cc3ccccc3cc21	-6%	-19%	-0.3	-3%	-18%	i	15%	0%	-7
COC(=O)c1sc2ccccc2c1-n1cccc1C(=O)C(=O)Nc1ccc(C)cc1	5%	-6%	0.4	9%	3%	-4%	-12%	?	-1
COc1ccc(N2CC(NS(=O)(=O)c3cccnc3)CC2=O)cc1OC (stereo not drawn)	-2%	15%	-0.5	-10%	-3%	i	5%	-2%	6
Cc1ccccc1OCC(=O)NNC(=O)Nc1ccccc1	2%	5%	-2.0	-11%	3%	i	2%	-11%	-5
Cc1ccc(S(=O)(=O)CC(=O)Nc2cccc(C)n2)cc1	-4%	-8%	-0.1	-2%	-14%	i	6%	5%	-9
O=C(N/N=C/c1cn(-c2ccccc2)nc1-c1ccc(F)cc1)c1ccc2c(c1)OCO2	-2%	-14%	1.0	13%	-9%	i	-14%	-26%	4
Cn1c(=O)c2[nH]c(CCc3ccncc3)nc2n(C)c1=O	9%	-3%	0.4	0%	-3%	-11%	6%	6%	4
Cc1cc(CNC(=O)C2(C(F)(F)F)C/C(=C\Cc3ccccc3)CCCO2)nn1C (stereo not drawn)	0%	8%	-0.4	-1%	-4%	i	10%	5%	-1
COc1ccc(NC(=O)CCn2cc(C)c3ccccc32)cc1	1%	-8%	-4.6	0%	2%	i	9%	?	-1
CC(=O)Nc1ccc(S(=O)(=O)Nc2cccc(-c3nc4cc(C)ccc4o3)c2)cc1	?	-6%	-0.2	3%	7%	-40%[inhibitor]	-7%	17%	-3
COc1ccc(C(=O)N/N=C/c2ccc(OC)c(COc3ccc(F)cc3)c2)cc1	4%	?	-4.0	16%	-7%	i	-28%	10µM*	-5
COc1ccc(C(=O)Nc2ccccc2C(=O)NCc2cccnc2)cc1OC	13%	-17%	-1.9	2%	3%	-66%[inhibitor]	20%	73%[activator]	5
C=CCN1CN(CCc2ccccc2)CNC1=S	0%	5%	-1.8	3%	0%	i	8%	-12%	4
C[C@H](CO)N1C[C@H](C)[C@@H](CN(C)S(=O)(=O)c2ccccc2)Oc2c(NC(=O)C3CCCCC3)cccc2C1=O	-19%	-25%	1.6	2%	-8%	i	-1%	-2%	-7
CNC(=O)NC1CCCc2ccccc21 (stereo not drawn)	8%	0%	1.2	0%	-5%	i	-9%	15%	nt
CC(=O)N1CCN(c2ncnc3ccccc23)CC1	5%	-7%	-1.3	7%	-10%	4%	-4%	?	-3
CCOc1ccccc1NC(=O)NCc1ccc(F)cc1	4%	-21%	-2.8	-7%	-4%	-14%	4%	?	4
Cc1cccc(OCCCN2CCOCC2)c1C	4%	10%	2.0	-6%	3%	-20%	-5%	12%	1
O=C(CCl)NC1(C(F)(F)F)C(=O)Nc2c1c(=O)[nH]c(=O)n2-c1ccccc1 (stereo not drawn)	-1%	14%	0.3	7%	-2%	-16%	0%	10%	3
C=CC[C@@H](CC(=O)N[C@@H](CO)Cc1ccccc1)C(=O)NCCOC(=O)[C@@H](CC=C)CC(=O)OC(C)(C)C	5%	4%	0.0	-14%	4%	-10%	-3%	11%	8
O=C1CN(Cc2cc(=O)oc3cc4c(cc23)CCC4)CCN1	1%	-1%	2.8	-1%	4%	i	4%	28%	19
C=CCNC(NC(=O)c1ccccc1)(C(=O)OCC)C(F)(F)F (stereo not drawn)	8%	-5%	-1.7	5%	1%	i	1%	75%[activator]	nt
COc1ccc2c(c1)CCC1(C)CC(=O)C=C21 (stereo not drawn)	15%	1%	-1.7	4%	-4%	i	13%	26%	1
COc1ccc(S(=O)(=O)Cc2ccc(C(=O)N3CCN(C4CCCCC4)CC3)o2)cc1	-28%	3%	4.1	-8%	-6%	-38%[inhibitor]	-1%	2%	-1
Cc1nc2nc3c(cn2n1)C(=O)CCC3	-5%	6%	-0.5	-8%	-3%	i	0%	5%	3
CC(C)N(C(=O)CN1C(=O)NC2(CCCCCC2)C1=O)C(C)C	-28%	-3%	-0.2	-4%	-3%	-19%[57.5 µM]	11%	-17%	-1
CC1=C(C(=O)Nc2ccc(C(=O)NCCCN3CCCCC3)cc2)SCCO1	-2%	7%	1.2	11%	-13%	i	-1%	6%	-1
O=C1CC(c2ccccc2)CC(O)=C1C=NCCCN1CCOCC1 (stereo not drawn)	5%	16%	-1.4	-5%	-10%	i	-7%	22%	nt
C=COCCCNc1ncnc2sc(-c3ccccc3)cc12	-10%	-7%	-1.5	9%	4%	-32%[inhibitor]	8%	?	6
COc1cc(/C=N/NC(=O)c2ccccn2)ccc1OC(=O)c1cccs1	-1%	-6%	0.9	5%	-8%	i	0%	0%	0
CC(C)=C(NC(=O)c1ccccc1)C(=O)Nc1cccc(C(=O)O)c1	-11%	-21%	0.5	-1%	-12%	-1%	-6%	3%	5
CCN1CCN(c2nc3c(C)cccn3c(=O)c2/C=C(\C#N)S(=O)(=O)c2ccc(C)cc2)CC1	-3%	-30%	-0.8	10%	-11%	-19%[57.5 µM]	3%	5%	-2
Cc1ccc(-c2nc(N)n(C(=O)c3cccs3)n2)cc1	-3%[0.307 µM]	6%	-0.4	-11%	-2%	i	-18%	10%[0.307 µM]	4
CN(C(=O)c1ccc(NC(=O)Cc2cccc(NC(=O)C3CCN(C(=O)C4CCCCC4)CC3)c2)cc1)C1CCCC1	11%	4%	0.1	-2%	-11%	1%	12%	11%	-1
O=C(O)c1ccc2c3c(cccc13)C(=O)N(c1ccccc1)C2=O	1%	-2%	0.5	12%	?	i	-1%	?	-13

Some entries already given, showing only PI5P4Ka inh and GLP-1R agonist:
canonical_smiles	PI5P4Ka inh	GLP-1R agonist
C=CCNC(NC(=O)c1ccccc1)(C(=O)OCC)C(F)(F)F (stereo not drawn)	nt	1%
COc1ccc2c(c1)CCC1(C)CC(=O)C=C21 (stereo not drawn)	1	13%

Compound activity (PubChem BioAssay)

Only part of the results is shown (hit frequency here may not be typical).
